From PubChem
OX1R antag – blocks the human orexin 1 receptor; inhibition, % at 5 µM; actives 0.43% (n = 330,000); CHO/OX1R cells, Fluo-8 calcium fluorescence, orexin A;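 active = inhibition above its plate's threshold, mean inhibition of all tested compounds on the plate plus 3 SD, cut at about 37% in these data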;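 note: 0% = orexin A challenge wells and 100% = SB-334867-A antagonist wells; not every result past the cut was called active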
Target sequence (O43613 whole entry, looked up): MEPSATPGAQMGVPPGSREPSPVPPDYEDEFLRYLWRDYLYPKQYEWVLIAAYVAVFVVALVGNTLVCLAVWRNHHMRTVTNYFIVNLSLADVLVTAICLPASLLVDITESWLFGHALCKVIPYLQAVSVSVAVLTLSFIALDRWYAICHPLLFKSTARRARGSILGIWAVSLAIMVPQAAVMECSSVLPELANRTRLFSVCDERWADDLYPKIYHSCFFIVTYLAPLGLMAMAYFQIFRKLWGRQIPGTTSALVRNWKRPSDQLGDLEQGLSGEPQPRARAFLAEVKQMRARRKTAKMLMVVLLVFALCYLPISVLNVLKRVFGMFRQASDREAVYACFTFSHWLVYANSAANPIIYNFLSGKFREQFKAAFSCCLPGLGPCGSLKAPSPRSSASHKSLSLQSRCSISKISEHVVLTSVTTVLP
CHT PAM – allosteric activators of human choline transporter CHT. actives 0.49% (n = 310,000). Q9GZV3. CHT-expressing cells, membrane potential dye, choline EC20; stronger effect = higher value; LV-AA mutant CHT in HEK293 cells. B-score at 10 µM;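 active = initial fluorescence not abnormally high and integrated response B-score, plate-corrected, over 3 SD above library mean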
Target sequence (Q9GZV3 whole entry, looked up): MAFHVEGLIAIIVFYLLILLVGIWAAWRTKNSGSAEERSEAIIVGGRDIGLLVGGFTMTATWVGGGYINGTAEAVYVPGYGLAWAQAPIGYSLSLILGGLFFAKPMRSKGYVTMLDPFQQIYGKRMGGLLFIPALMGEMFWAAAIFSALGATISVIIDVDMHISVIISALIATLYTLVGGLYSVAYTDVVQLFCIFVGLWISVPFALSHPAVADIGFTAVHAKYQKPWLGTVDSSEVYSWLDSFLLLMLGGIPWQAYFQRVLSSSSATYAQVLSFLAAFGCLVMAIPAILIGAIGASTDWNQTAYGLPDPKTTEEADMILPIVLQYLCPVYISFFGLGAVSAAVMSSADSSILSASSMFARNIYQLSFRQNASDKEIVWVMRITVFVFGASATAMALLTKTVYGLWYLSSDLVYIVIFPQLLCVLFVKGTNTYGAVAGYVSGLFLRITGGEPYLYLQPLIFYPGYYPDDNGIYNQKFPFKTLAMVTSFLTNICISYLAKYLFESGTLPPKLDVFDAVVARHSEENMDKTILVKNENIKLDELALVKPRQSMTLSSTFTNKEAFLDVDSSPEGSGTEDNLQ
* marks the source's active call; other numbers are inactive results; i = inactive; . = no result given.

Preview (2 entries):
SMILES	OX1R antag	CHT PAM
Nc1nc(NCCCN2CCOCC2)nc(Nc2cccc(F)c2)c1[N+](=O)[O-]	-41	i
CCCc1nc2ccccc2[nH]1	6	i

The listing, from the start:
SMILES	OX1R antag	CHT PAM
Nc1nc(NCCCN2CCOCC2)nc(Nc2cccc(F)c2)c1[N+](=O)[O-]	-41	i
CCCc1nc2ccccc2[nH]1	6	i
COc1ccc2oc(C)c(C(=O)NN)c2c1	-10	i
O=C(Nc1nnc(CCc2ccccc2)s1)c1cccc(F)c1	-28	i
CCc1nc(SCC(=O)Nc2ccccc2OC)n[nH]1	-8	i
COCCNC(=O)NC(=O)CN1CCCc2ccccc21	-16	i
CCS(=O)(=O)c1nc(S(=O)(=O)c2ccc(C)cc2)c(N2CCN(C)CC2)s1	-7	i
CSc1ccccc1NC(=O)COC(=O)Cc1cccs1	-2	i
CCOC(=O)C1CCN(C(c2cc3c(C)ccc(C)c3[nH]c2=O)c2nnnn2C2CCCCC2)CC1 (configuration not stated)	-16	i
O=C(O)CCCn1cc(NC(=O)c2sc3ccccc3c2Cl)cn1	5	i
CNc1ccc([N+](=O)[O-])cc1-c1nc2ccccc2[nH]c1=O	-8	i
Cc1cc(C(F)F)nn1CC(=O)Nc1cc([N+](=O)[O-])ccc1F	1	i
Cc1cc(C)c(NC(=O)CNC(=O)c2ccc3c(=O)n4c(nc3c2)CCC4)c(C)c1	0	.
N#C/C(=C\c1ccc(F)c(F)c1)C(=O)NC1CCCCC1	-33	i
CC(C)C(NC(=O)c1ccc(F)cc1)C(=O)NC1(C)CCS(=O)(=O)C1 (configuration not stated)	-12	.
CN1C(=O)CC(C(=O)O)SC1=Nc1cc(Cl)c(O)c(Cl)c1 (configuration not stated)	0	i
O=C(COC(=O)c1ccc([N+](=O)[O-])o1)NC1CCCCC1	-30	.
CC(C)CN(C(=O)CN1CCOCC1)c1c(N)n(CC(C)C)c(=O)[nH]c1=O	-6	i
Cc1ccnc(NS(=O)(=O)c2ccc3ccccc3c2)n1	-10	i
COC(=O)c1c(C)[nH]c(C(=O)CN2C(=O)C3CC=CCC3C2=O)c1C (configuration not stated)	-9	.
O=C(COc1ccccc1O)NNc1ccccc1	-7	i
COc1ccc(N=Nc2[nH]c3ccc(C)cc3c2O)cc1	-31	i
Cc1c(-c2ccccc2)sc(N)c1C(=O)N1CCOCC1	-21	i
COCc1c(C(=O)NC2CCCCCC2)oc2ccccc12	-27	i
CCOc1ccc(C(=O)NC(=S)Nc2ccc(NC(=O)C(C)C)cc2)cc1[N+](=O)[O-]	-7	i
O=C(Cc1cccc(C(F)(F)F)c1)Nc1cccc(S(=O)(=O)N2CCCC2)c1	0	i
CCOc1cc(/C=N/NC(=O)C(=O)NC2CC2)cc(Br)c1O	-12	i
CCOc1ccc(Br)cc1S(=O)(=O)N1CCCN(C)CC1	-11	i
CCc1ccc(CN2CCCC(CNC(=O)c3cccc(OC)c3OC)C2)cc1 (configuration not stated)	-33	i
O=C(O)c1ccc(-n2nnnc2Oc2cccc3cccnc23)cc1	0	i
Cc1cc(C(=O)NCc2ccc3c(c2)OCO3)n(-c2ccccc2)n1	-22	i
Cc1ccc(SC(CC(=O)c2ccc(F)cc2)C(=O)O)cc1 (configuration not stated)	-33	i
CCN(CC)c1ccc(NC(=O)COC(=O)c2cccs2)cc1	-23	i
CC1(C)OC(=O)CC1C(=O)NCc1ccccc1 (configuration not stated)	-9	i
O=C(Nc1ccc(Cl)cc1)c1nc[nH]c1C(=O)NCc1ccccc1	-32	.
Cc1ccc(CN2CN(S(=O)(=O)c3cccs3)c3nc4ccccc4nc32)cc1	-18	i
CC(C)N1CCC(N2CCN(Cc3nc4ccccc4s3)CC2CCO)CC1 (configuration not stated)	-9	i
O=C(NCc1cccs1)c1cccn2c(=O)c3sccc3nc12	-10	i
COc1ccc(-c2[nH]n(-c3ccc([N+](=O)[O-])cc3)c(=O)c2C=NCc2ccncc2)cc1	-13	i
COc1ccc(C2CC(c3ccc(C)o3)=NN2C(C)=O)cc1 (configuration not stated)	-7	i
CS/C(N)=N/N=C/c1cc(C)ccc1O	-14	i
COc1ccc(C2(c3ccc(OC)cc3)NC(=O)N(CC(=O)Nc3ccc(OC(F)F)cc3)C2=O)cc1	-1	i
CCOc1cccc(C(=O)Nc2cccc(C(=O)NCC(C)C)c2)c1	-13	i
CN(C(=O)c1ccncc1)c1nnc(-c2ccccn2)s1	-9	i
O=C(Nc1ccccc1)N1CCCC(c2nc(-c3cccs3)no2)C1 (configuration not stated)	-19	i

7 compounds out of the list, sorted by molar mass, ascending.
SMILES	OX1R antag	CHT PAM
COc1ccc(C2CC(c3ccc(C)o3)=NN2C(C)=O)cc1 (configuration not stated)	-7	i
CCOc1cccc(C(=O)Nc2cccc(C(=O)NCC(C)C)c2)c1	-13	i
O=C(NCc1cccs1)c1cccn2c(=O)c3sccc3nc12	-10	i
O=C(Nc1ccc(Cl)cc1)c1nc[nH]c1C(=O)NCc1ccccc1	-32	.
CC(C)N1CCC(N2CCN(Cc3nc4ccccc4s3)CC2CCO)CC1 (configuration not stated)	-9	i
Cc1ccc(CN2CN(S(=O)(=O)c3cccs3)c3nc4ccccc4nc32)cc1	-18	i
COc1ccc(C2(c3ccc(OC)cc3)NC(=O)N(CC(=O)Nc3ccc(OC(F)F)cc3)C2=O)cc1	-1	i

Later entries.
SMILES	OX1R antag	CHT PAM
O=C(c1ccc(-c2ccccc2)cc1)N1CCN(C(=O)c2ccco2)CC1	-22	i
Clc1ccc2nc(C3CCN(Cc4nnnn4C4CCCCC4)CC3)[nH]c2c1	-28	i
CN(C(=O)c1ccc(OC2CCN(CCc3ccccc3)CC2)cc1)C1CCCCC1	-14	i
CC(C)C[C@@H](CN=[N+]=[N-])N1CCN(Cc2ccccc2)CCC1=O	-39	i
O=c1c2ccccc2nc(SCc2ccccc2F)n1C1CCCC1	-7	i
Cc1ccc(-n2nc(-c3cccnc3)cc2C(=O)N2CCOCC2)c(C)c1	-20	i
O=C(N/C(=C/c1ccc2c(c1)OCO2)C(=O)N1CCOCC1)c1cccs1	-12	i
O=C(NC1CCCC1)C1C2C=CC3(CN(Cc4cccs4)C(=O)C13)O2 (configuration not stated)	-6	i
CCc1nnc(NC(=O)c2nc3nccc(C)n3n2)s1	-15	i
COc1ccc(OC)c(S(=O)(=O)N2CCC(C(=O)NCCc3ccc(OC)c(OC)c3)CC2)c1	-14	i
NS(=O)(=O)c1ccc(Sc2ccc3c(c2)CCC3)nc1	14	i
O=C(CC1COc2ccccc2O1)Nc1ccccn1 (configuration not stated)	-12	i
O=Cc1c(Sc2ccccn2)nc2ccccn2c1=O	-11	i
Cn1c(=O)c2[nH]c(CCCC(=O)O)nc2n(Cc2ccccc2)c1=S	-8	i
Cc1ccsc1C(=O)OCC(=O)NC1CCS(=O)(=O)C1 (configuration not stated)	-8	i
O=C(CN1C(=O)NC2(CCCC2)C1=O)NNC(=O)c1ccc(F)cc1	-8	i
O=C(COc1ccc(/C=N/NS(=O)(=O)c2ccccc2)cc1)Nc1cccc(Cl)c1	7	i
Cc1nn(CC(=O)NC2CCC(C)CC2)c(=O)c(C#N)c1C (configuration not stated)	-5	i
CCCCSc1nc2c(c(=O)[nH]c(=O)n2C)n1CCc1ccccc1	-36	i
Cc1ccc[n+](CC(=O)c2ccc(-c3ccccc3)cc2)c1	11	i
Cc1cccc(-n2ccnc2CN2CCN(C(C)C)C(CCO)C2)c1 (configuration not stated)	-33	i
COc1ccccc1/C=N\Nc1cc(C)nc(-n2nc(C)cc2C)n1	-30	i
O=C(c1ccc(Cl)c(S(=O)(=O)N2CCCC2)c1)N1CCN(c2ccccn2)CC1	-12	i
CC(C)OCCCNC(=O)CN1C(=O)COc2ccc(S(=O)(=O)N3CCCCCC3)cc21	-13	i
Cn1c(=O)n(-c2ccccc2)c(=O)c2c3c(sc21)COC(C)(C)C3	-22	i
O=C(O)CCCc1nc(-c2ccccc2)no1	-17	i
Cc1ccccc1CN1C(=O)c2ccccc2Sc2ccc(C(=O)NCCCN3CCOCC3)cc21	-21	i
Cc1cccc(OCCC(=O)Nc2nnc(C)s2)c1	-8	i
CCCn1c(SC(C(=O)Nc2cc(C)ccc2OC)c2ccccc2)nc2ccccc2c1=O (configuration not stated)	-19	i
CCSC(=Nc1ccccc1)Nc1ccccc1	-17	i
CCOCCc1nnc(NC(=O)Cc2ccccc2)s1	-29	i
COCCCN(C(=O)CCOc1ccc(C(C)(C)C)cc1)c1c(N)n(Cc2ccccc2)c(=O)[nH]c1=O	-44	i
O=C(COC(=O)CNC(=O)c1ccc(Cl)cc1)NC1CCCCCC1	-6	.
CN1C(C)(C)CC(NC(=O)c2ccco2)CC1(C)C	-6	i
C=CCc1cccc(/C=N/NC(=O)COc2ccc(-n3cnnn3)cc2)c1O	5	i
Brc1cccc2sc(N3CCCC3)nc12	-7	i
CC1(C)Cc2c(c(N3CCOCC3)nc3sc4c(N5CCOCC5)nnnc4c23)CS1	-16	i
CCCCOc1ccc(C(=O)OC2CC(C)N(C)CC2C)cc1 (configuration not stated)	-15	i
O=C(COC(=O)Cc1cccs1)Nc1ccccc1Cl	-21	i
CC(C)=CCN1CCN(C/C(Cl)=C/c2ccccc2)CC1CCO (configuration not stated)	-27	i
C=CCNC(=S)N1CCN(c2ncc3c(=O)c(C(=O)O)cn(CC)c3n2)CC1	4	i
COc1ccccc1NC(=O)C(CC=C(Cl)Cl)C(C)=O (configuration not stated)	-21	i
CC(C)c1ccccc1OCCNC(=O)c1cccnc1	-5	i
C=CCN1CCN(C(=O)CCc2ccccc2)CC1	4	i
COc1ccc(N(C(=O)c2cnccn2)C(C(=O)NC2CCCCC2)c2cc(OC)c(OC)c(OC)c2)cc1 (configuration not stated)	-18	i
Cc1ccccc1NC(=O)CCN1CCc2ccccc2C1	-28	i
CN(C)S(=O)(=O)c1ccc(NC(=O)CCCNC(=O)c2ccc(Cl)cc2)cc1	-17	i
NS(=O)(=O)c1ccc(NC(=O)C(=O)NCCC(=O)O)cc1	5	i
CN(Cc1nccn1C)C(=O)c1ccc2nc(Cc3ccccc3F)oc2c1	10	i
COC(=O)c1sccc1NC(=O)C1CCCCC1C(=O)O (configuration not stated)	-4	i
CC(C)(O)c1cc2ccccc2c(=O)o1	9	.
COc1ccccc1OCc1ccc(C(=O)N2CCOCC2)o1	-8	i
CC(=O)c1ccc(N(C)C)cc1	-16	i
COC(=O)CSc1nc(N)nc(C)c1Cl	-26	i
COc1ccc(N2C(=O)CN(Cc3ccc(OC)c(OC)c3)C2=S)cc1	-20	i
COc1ccc(NC(=O)c2oc3ccccc3c2NC(=O)C2CC2)c(OC)c1	-15	i
CCOC(=O)Cn1c(-c2ccc(Cl)nc2)nc2ccccc21	-11	i
CCOC(=O)/C(=N\Nc1cccc(Cl)c1)Sc1nnc(-c2ccc(OC)cc2)n1C	-23	i
Cc1ccc(CN2C(=O)/C(=C\c3ccc(C(=O)NCc4cccnc4)cc3)Oc3ccccc32)cc1	-23	i
COc1ccc(-c2nn(-c3ccccc3)cc2/C=N/NC(=O)c2cccc(S(=O)(=O)Nc3ccccc3Cl)c2)cc1	-6	i

Arranged by value in OX1R antag (rising): 6 of the compounds above
SMILES | OX1R antag
Cc1ccccc1NC(=O)CCN1CCc2ccccc2C1 | -28
Cc1ccc(CN2C(=O)/C(=C\c3ccc(C(=O)NCc4cccnc4)cc3)Oc3ccccc32)cc1 | -23
COc1ccc(NC(=O)c2oc3ccccc3c2NC(=O)C2CC2)c(OC)c1 | -15
COC(=O)c1sccc1NC(=O)C1CCCCC1C(=O)O (configuration not stated) | -4
NS(=O)(=O)c1ccc(NC(=O)C(=O)NCCC(=O)O)cc1 | 5
CN(Cc1nccn1C)C(=O)c1ccc2nc(Cc3ccccc3F)oc2c1 | 10

Remaining list, next part:
SMILES	OX1R antag	CHT PAM
Cc1ccc(OCC(=O)NCc2cccs2)cc1	-15	i
O=C(CNC(=O)c1ccncc1)N/N=C/c1ccccn1	-6	i
CCC1Oc2ccccc2N(CC(=O)NC2CCCC2)C1=O (configuration not stated)	-7	i
CCCCN(C(=O)COC(=O)c1ccc(C)s1)c1c(N)n(CCC)c(=O)[nH]c1=O	-15	.
CC(=O)Nc1cccc(NC(=O)CSc2ncc(-c3ccccc3)[nH]2)c1	10	i
Cc1ccc(S(=O)(=O)N2CCC(C(=O)N[C@@H](C)C(=O)NC3CCCCC3)CC2)cc1	-13	i
CC1CCN(Cc2c(C(=O)N/N=C/c3ccc(C(F)(F)F)cc3)nnn2-c2nonc2N)CC1	-42	i
CCOC(=O)C1CCCN(C(=O)c2ccc(CS(=O)(=O)c3ccc(Br)cc3)o2)C1 (configuration not stated)	-12	i
O=C(Nc1ccc2c(c1)CCC2)c1cnn2c1NC(c1ccco1)CC2C(F)(F)F (configuration not stated)	-6	i
Cc1ccc(CNC(=O)Cn2nnc(C(=O)Nc3cc(C)ccc3C)c2N)cc1	-2	i
CC(=O)N(C)c1ccc(C(O)(C(F)(F)F)C(F)(F)F)cc1	-16	i
CC1(C)Cc2c(c(N3CCCC3)[nH]c(=S)c2C#N)CO1	-10	i
CCC(=O)Nc1cccc(C(=O)Nc2nccs2)c1	-15	i
O=C(CCn1c(=O)oc2ccc(Cl)cc21)NCCCN1CCOCC1	-10	i
Cc1cc(C)cc(N(CC(=O)N2CC=C(c3ccccc3)CC2)S(=O)(=O)c2c(C)noc2C)c1	-9	i
O=C(O)/C=C/c1ccc2c(-c3ccccc3)onc2c1	1	i
COc1cc(OC)c2c(-c3cccc(-c4ccc(NC(C)=O)cc4)c3)cc(=O)oc2c1	-18	.
CCCS(=O)(=O)N1CCN(S(=O)(=O)c2ccccc2[N+](=O)[O-])CC1	-8	i
CCCC/C(C)=N/NC(=O)C(=O)NCCc1ccccc1	10	i
COc1ccc(OC(=O)C2CC(=O)N(c3ccc(C)cc3)C2)cc1 (configuration not stated)	-2	i
C1=CN2CCC1C(c1ccccc1)C2 (configuration not stated)	-6	i
COc1ccccc1NC(=O)CSc1nnc(Cc2cccn2C)n1-c1ccc(F)cc1	-24	i
Cc1cc(SCC(=O)N/N=C/c2ccccc2C(=O)O)c(C)cc1Br	-8	i
